PLC-beta3 inh = PLC-beta3 (human) inhibition, primary screen. Q01970. Purified PLC-beta3, fluorogenic substrate, fluorescence. inhibition, % at 12.2 µM. 370,000 tested, 0.18% active; in the data active means inhibition above about 11%;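 further: 0% = median of compound wells on plate and 100% = full blocker control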
proKLK7 act = activates the human kallikrein-7 zymogen. purified proKLK7, EDANS-DABCYL substrate fluorescence; 100% is mature enzyme control, 0% vehicle. P49862. activation, % at 7 µM. 370,000 tested, 0.9% active;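 active means activation above the mean of all tested compounds plus 3 SD, computed per campaign excluding outliers beyond control limits, cut at about 13% in these data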
Target sequence (P49862 whole entry, looked up): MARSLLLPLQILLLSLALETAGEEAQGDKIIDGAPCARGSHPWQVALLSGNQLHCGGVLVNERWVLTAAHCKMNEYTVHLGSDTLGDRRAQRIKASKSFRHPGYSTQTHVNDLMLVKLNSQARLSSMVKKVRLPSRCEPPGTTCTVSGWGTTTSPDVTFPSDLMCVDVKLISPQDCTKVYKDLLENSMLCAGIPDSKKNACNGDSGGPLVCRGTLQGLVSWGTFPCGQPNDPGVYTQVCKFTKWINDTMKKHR
ASAP1 GAP inh = ASAP1 ArfGAP inhibition; Q9ULH1; 360,000 tested, 0.19% active; inhibition, % at 16.5 µM; ASAP1-stimulated ARF1 GTP hydrolysis, GDP FP detection; in the data active means inhibition above about 25%;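 further: 0% = vehicle with enzyme and substrate and 100% = no enzyme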
Target sequence (Q9ULH1 325-724 limits assumed): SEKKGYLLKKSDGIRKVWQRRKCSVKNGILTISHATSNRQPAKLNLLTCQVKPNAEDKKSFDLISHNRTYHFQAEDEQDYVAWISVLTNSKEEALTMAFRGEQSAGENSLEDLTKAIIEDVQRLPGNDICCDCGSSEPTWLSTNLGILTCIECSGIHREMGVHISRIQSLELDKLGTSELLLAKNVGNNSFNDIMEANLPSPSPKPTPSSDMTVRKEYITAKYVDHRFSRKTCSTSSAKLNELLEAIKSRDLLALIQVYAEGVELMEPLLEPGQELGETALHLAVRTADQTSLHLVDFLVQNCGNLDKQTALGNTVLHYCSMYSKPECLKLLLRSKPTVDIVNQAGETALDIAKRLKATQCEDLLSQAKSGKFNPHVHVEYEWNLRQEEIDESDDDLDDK
Tn7 DDE FP = DD(E)-Tn7 binding inhibition, primary FP screen. 370,000 tested, 0.13% active. inhibition, % at 8.3 µM. P02675. FP displacement of FITC-Tn7 peptide from fibrin DD(E); 0% = median of compound wells per plate;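 active means inhibition above the mean of compounds falling within the control limits plus 3 SD of them, cut at about 14% in these data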;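 further: 0% = plate median of compound wells and 100% = 10 µM Aha-Tn7 peptide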
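Test system – human fibrin DD(E) · Times – 10 min preincubation, 3 h with tracer, room temperature · Detection – fluorescence polarization of the labelled Tn7 tracer · Measure – percent inhibition normalized to high-control wells · Benchmarks – high control wells with 10 µM unlabelled Aha-Tn7 peptide (full inhibition) · Repeats – singlicate testing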
NR1D1 modulator = modulates human Rev-erb alpha binding to DNA; activity, % at 10 µM; 370,000 tested, 0.79% active; AID 1259318; Rev-erbα–FITC-DNA binding, fluorescence polarization, 90 min; P20393;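 active means activity above about 14%, limit read from the data; passing the limit was not always enough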;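 further: 0% = DMSO wells with 35 nM protein and 100% = DMSO wells with 750 nM protein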
UHRF1 MBD2 ctr = human UHRF1 methylated DNA binding inhibitors | 370,000 tested, 0.75% active | UHRF1 binding to methylated oligo, TR-FRET | Q96T88 | inhibition, % at 4.4 µM | AID 687016; in the data active means inhibition above about 21%;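 further: UHRF1 SRA domain binding a hemimethylated CpG hairpin DNA probe; 0% = median of test compound wells and 100% = reference inhibitor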
HGIII-sPLA2 inh = Inhibits HGIII-sPLA2 liposome hydrolysis, primary screen; Q9NZ20; QFRET BODIPY PC-A2 liposome hydrolysis, fluorescence; inhibition, % at 12.2 µM; 370,000 tested, 0.56% active;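 active means inhibition above mean plus 3 SD of compounds lying within the high and low control bounds, cut at about 19% in these data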;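 further: 0% = median of test compound wells and 100% = no enzyme DMSO wells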
ARFGAP1 inh = inhibitors of rat ARFGAP1; Q62848; Arfgap1-stimulated ARF1 GTP hydrolysis, GDP FP detection; inhibition, % at 16.5 µM; 360,000 tested, 0.26% active;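 active means inhibition above a per-plate limit, mean inhibition of low control wells plus 3 SD, cut at about 25% in these data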;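 further: 0% = DMSO wells with enzyme and 100% = wells lacking Arfgap1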
Target sequence (Q62848 1-136 limits assumed): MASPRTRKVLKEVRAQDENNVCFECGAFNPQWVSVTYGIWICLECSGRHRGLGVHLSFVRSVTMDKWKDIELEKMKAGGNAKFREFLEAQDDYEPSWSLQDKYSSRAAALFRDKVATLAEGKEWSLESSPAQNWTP
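Assay system: Rat Arfgap1 GAP domain (His6, aa 1-136), purified enzyme | Buffer or medium: HEPES 25 mM pH 7.5, NaCl 150 mM, MgCl2, DTT | Schedule: GTP hydrolysis reaction 2 h at 25 °C | Signal: FP of antibody-bound GDP Alexa 633 tracer, ex 620/em 688 nm | Measure: Percent inhibition of Arfgap1-stimulated GTP hydrolysis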
DDE Tn6 FP inh = disrupts Tn6 cyclic peptide binding to fibrin D-Dimer-E complex; P02675; Fibrin DD(E) TRITC-Tn6 fluorescence polarization displacement; inhibition, % at 8.3 µM; 370,000 tested, 0.21% active;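 active means inhibition above a per-campaign cutoff: mean of compounds within control limits plus 3 SD, cut at about 15% in these data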;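 further: 0% = median of all compound wells on the plate and 100% = blocking peptide control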
PLC-gamma1 inh = inhibitors of human phospholipase C gamma1. P19174. AID 720700. purified PLC-gamma1, fluorogenic substrate, fluorescence. inhibition, % at 12.2 µM. 370,000 tested, 0.84% active; in the data active means inhibition above about 9.5%
* = called active by the depositor; / = no result given; & = joins results of further samples.

nr	compound	PLC-beta3 inh	proKLK7 act	ASAP1 GAP inh	Tn7 DDE FP	NR1D1 modulator
1	CCOC(=O)C1(Cc2cccc(OC)c2)CCN(Cc2cc(OC)ccc2OC)CC1	0	-0.2	1	0	-1
2	NCCCCCc1nnc(SC/C=C/c2ccccc2)o1	2	0.5	-12	-3	-2
3	Cc1nn(C)c(C)c1NC(=O)CCCSc1nc(-c2ccco2)cc(C(F)(F)F)n1	-2	0.2	17	-1	2
4	Cc1ccccc1C(=O)Nc1ccc(N2CCCCCC2)cc1	3	-0.3	-2	-2	-6
5	Cc1cc(C)nc(N2CCCC(C(=O)NCc3ccccc3)C2)n1 (stereo not drawn)	-2	0.9	-8	7	-2
6	O=c1c2ccccc2nc2n1C(CBr)CS2 (stereo not drawn)	-1	0.5	13	-1	0
7	CNC(=S)N(Cc1cccs1)Cc1cc2ccc(OC)cc2[nH]c1=O	1	0.8	5	-5	2
8	CC1CN(c2nc3ccccc3nc2C(C#N)C(=O)OC2CCCCC2)CC(C)O1 (stereo not drawn)	-29	0.8	9	-6	6
9	Cc1cc(C(=O)N/N=C/C=C/c2ccc(Br)cc2)n[nH]1	-8	0.1	0	2	-11
10	O=C(COc1ccccc1)Nc1ccc2[nH]c(=O)[nH]c2c1	-33	0.4	-3	3	-3
11	COCCn1c(SCc2cc(=O)n3ccsc3n2)nnc1-c1ccncc1	-6	-0.3	2	3	-3
12	O=C(O)c1ccc(N2C(=O)CC(SC(=NCc3ccc4c(c3)OCO4)Nc3ccccc3)C2=O)cc1 (stereo not drawn)	-7	0.6	3	4	0

nr	UHRF1 MBD2 ctr	HGIII-sPLA2 inh	ARFGAP1 inh	DDE Tn6 FP inh	PLC-gamma1 inh
1	-1	-12	1	7	1
2	-4	2	-5	-4	4
3	0	-2	0	-4	-1
4	-2	18	-5	5	3
5	1	8	11	-1	8
6	1	-1	-2	-7	0
7	0	4	4	-8	1
8	2	4	5	2	-28
9	-2	1	1	10	-2
10	3	-1	-8	1	-5
11	0	1	-11	-2	1
12	-2	-15	11	3	-1

Carrying on.
nr	compound	PLC-beta3 inh	proKLK7 act	ASAP1 GAP inh	Tn7 DDE FP	NR1D1 modulator
13	CC(c1nnc(SCC(=O)Nc2cccnc2Cl)n1Cc1ccccc1)N(C)C (stereo not drawn)	0	0.5	-10	3	5
14	O=C(CCc1ccccn1)N1CCCC(Nc2cccc(F)c2)C1 (stereo not drawn)	-9	-0.1	1	1	1
15	Cc1c(C(=O)N2CCN(c3ccccc3F)CC2)sc2ncn(CC(=O)N3CCOCC3)c(=O)c12	2	0.1	21	8	-2
16	CS(=O)(=O)N1CCc2cc(C(=O)Nc3ccc(O)cc3)ccc21	-6	0.1	3	-5	-3
17	Cc1ccc2nc(C)c3c(c2c1)COC3	-5	0.5	6	4	6
18	CC(C)c1ccccc1OS(N)(=O)=O	1	0.2	-2	3	1
19	CC(=O)N/N=C/c1cc(C(C)C)cc(/C=N/NC(C)=O)c1O	-143	-62	8	-1	-3
20	C/C(=N\NC(=O)c1nnn(-c2nonc2N)c1CSc1ccc(C)cc1)c1cccs1	0	-1.3	-6	-8	-31
21	CC(C)C(NC(=O)CSCc1ccc([N+](=O)[O-])cc1)C(C)C	3	0.3	-4	0	-9
22	Cc1cc(C(=O)CN2C(=O)NC(c3ccccc3)(c3ccccc3)C2=O)c(C)n1Cc1ccccc1	-7	-0.7	-13	1	2
23	O=C(COc1ccccc1)Nc1nnc(-c2ccc(F)cc2)o1	-5	-0.2	-6	4	2
24	CCCC(=O)Nc1nnc(-c2ccc3c(c2)OCCO3)o1	5	0.2	-2	4	4

nr	UHRF1 MBD2 ctr	HGIII-sPLA2 inh	ARFGAP1 inh	DDE Tn6 FP inh	PLC-gamma1 inh
13	-1	5	-4	1	-1
14	-2	2	-3	2	-2
15	-1	2	5	3	1
16	-1	10	10	6	0
17	-4	16	21	-2	2
18	6	3	-5	7	3
19	1	-14	-1	1	-121
20	0	12	-1	-5	10*
21	-1	-4	-10	2	3
22	-2	-8	-3	6	-9
23	1	8	-2	0	-2
24	-2	2	-1	3	2

More structures.
nr	compound	PLC-beta3 inh	proKLK7 act	ASAP1 GAP inh	Tn7 DDE FP	NR1D1 modulator
25	Cc1ccc(C(=O)NCCn2ccc3ccccc32)cc1[N+](=O)[O-]	3	-0.3	-7	2	-3
26	CC1(C(=O)N2CCN(C(=O)c3ccco3)CC2)CCN1Cc1ccccc1OC(F)F (stereo not drawn)	1	0.2	-3	4	-9
27	O=C(O)CCCCCNC(=O)c1ccncc1	2	-0.5	11	0	3
28	COc1ccc(NC(=O)Cn2c(=O)n(-c3ccc(OC)cc3OC)c(=O)c3c(C)c(C)sc32)cc1	3	-0.6	-9	0	0
29	COC(=O)C(NC(C)=O)(Nc1cc(C)ccn1)C(F)(F)F (stereo not drawn)	-1	0.2	1	6	7
30	O=C(CSc1nnnn1C1CCCC1)NCc1ccccc1	2	-0.3	-13	2	-3
31	COc1ccc(Nc2nc(N)nc(CN3CCC(C)CC3)n2)cc1	2	-0.3	-4	-7	-5
32	CCOC(=O)CCC(NC(=O)CCCC(=O)NC(CCC(=O)OCC)C(=O)OCC)C(=O)OCC (stereo not drawn)	-3	-0.6	3	2	1
33	Cn1c(S(=O)(=O)O)nc2ccccc21	-1	-0.1	0	-6	0
34	CC(C)(C)N(Cc1ccccc1)C(=O)CN1C(=O)c2ccccc2C1=O	-5	-0.1	-10	-1	6
35	COc1ccccc1CN(C)C[C@@H]1OCc2cnnn2CCCC(=O)N([C@@H](C)CO)C[C@H]1C	3	0.1	9	-4	1
36	CSc1ccccc1Sc1cc(C(=O)O)c2ccccc2n1	-4	0.0	-5	-5	-5

nr	UHRF1 MBD2 ctr	HGIII-sPLA2 inh	ARFGAP1 inh	DDE Tn6 FP inh	PLC-gamma1 inh
25	-2	-17	2	5	1
26	1	7	-6	3	-1
27	0	-1	4	8	0
28	-3	-17	2	4	5
29	-1	3	-3	1	3
30	5	2	-11	2	1
31	1	-4	3	-2	3
32	6	22*	9	3	4
33	0	2	-7	1	2
34	-3	-4	-2	6	1
35	-1	-3	14	0	1
36	0	-5	-5	1	-3

More compounds follow:
nr	compound	PLC-beta3 inh	proKLK7 act	ASAP1 GAP inh	Tn7 DDE FP	NR1D1 modulator
37	Cc1cccc(C)c1-n1nnnc1C(c1ccccc1OC(F)(F)F)N1CCN(C/C=C/c2ccccc2)CC1 (stereo not drawn)	8	0.4	0	-2	4
38	COc1cc(C2CC(=O)Oc3c2c(=O)n(C)c2ccccc32)cc(OC)c1OC (stereo not drawn)	-13	1.0	0	5	1
39	O=C(CSc1nnc(SCc2ccccc2)s1)N/N=C/c1c[nH]c2ccccc12	-9	0.1	-2	1	-14
40	COc1ccc(N2CCN(CCCNC(=O)c3cc4sccc4n3C)CC2)cc1	6	0.2	-1	4	-2
41	Cc1ccc(N2C(=O)C3NN=C(C(=O)OCc4ccccc4)C3C2=O)c(C)c1 (stereo not drawn)	-2	-0.3	3	7	-2
42	CCn1c(SCC(=O)Nc2ccc(C(=O)OC)cc2)nnc1-c1cccc(Cl)c1	-1	0.1	/	4	-1
43	Cc1cc(O)cc(C)c1Cl	0	0.3	8	-8	-5&-2
44	COc1cccc(-c2nc3ccccc3s2)c1	0	-0.2	-1	-3	-5
45	CCOC(=O)N1CCC(NCCNC(=O)c2ccc(Cl)cc2)CC1	2	0.0	9	1	-6
46	COc1cccc(CC(=O)OCC(=O)NC2(C#N)CCCCC2)c1	-6	0.1	2	-1	6
47	Cc1cc(N2CCN(C)CC2)nc2ccc(NC(=S)N3CCN(c4ccc(F)cc4)CC3)cc12	-198	6.7	3	-4	-4
48	Cc1nc(SCC(=O)O)c(C#N)c(C)c1CC(=O)c1ccccc1	0	0.1	3	10	-1

nr	UHRF1 MBD2 ctr	HGIII-sPLA2 inh	ARFGAP1 inh	DDE Tn6 FP inh	PLC-gamma1 inh
37	3	-12	-2	-6	12*
38	1	2	0	-1	-2
39	-2	-6	10	-1	-2
40	7	4	-8	-5	3
41	5	12	2	-6	-2
42	-2	-20	/	1	0
43	0	-8	12	0	3
44	10	4	5	2	-1
45	-3	3	3	-3	5
46	46*	16	-3	3	7
47	-1	1	1	-5	-126
48	-1	3	1	-2	-4

Next part.
nr	compound	PLC-beta3 inh	proKLK7 act	ASAP1 GAP inh	Tn7 DDE FP	NR1D1 modulator
49	CSc1nnc(-c2sc3cc(Cl)ccc3c2Cl)n1C	-3	-0.1	5	-3	-2
50	CCOc1ccc(NC(=S)Nc2cc(OC)c(Cl)cc2OC)cc1	-1	-0.4	-1	1	8
51	CCn1cc(C(=O)NCCO)c(=O)c2cc(F)c(N3CCN(C)CC3)cc21	-42	4.1	2	-2	7
52	CCOC(=O)C1CCN(C(=O)c2ccc3c(c2)C(=O)N(c2ccccc2C)C3=O)CC1	-3	0.2	-12	-2	3
53	Cc1cc2c(cc1C)NC1(C(=O)Nc3ccccc31)C1=C(CC(C)(C)CC1=O)N2 (stereo not drawn)	-13	-0.2	1	-5	-4

nr	UHRF1 MBD2 ctr	HGIII-sPLA2 inh	ARFGAP1 inh	DDE Tn6 FP inh	PLC-gamma1 inh
49	5	-1	1	-6	1
50	-3	11	4	-6	-1
51	3	8	6	0	-23
52	-1	8	-12	-3	1
53	0	-11	1	0	-6

Of the compounds above, six contain a thiophene ring, fused or not:
nr	compound	PLC-beta3 inh	proKLK7 act	ASAP1 GAP inh	Tn7 DDE FP	NR1D1 modulator
7	CNC(=S)N(Cc1cccs1)Cc1cc2ccc(OC)cc2[nH]c1=O	1	0.8	5	-5	2
15	Cc1c(C(=O)N2CCN(c3ccccc3F)CC2)sc2ncn(CC(=O)N3CCOCC3)c(=O)c12	2	0.1	21	8	-2
20	C/C(=N\NC(=O)c1nnn(-c2nonc2N)c1CSc1ccc(C)cc1)c1cccs1	0	-1.3	-6	-8	-31
28	COc1ccc(NC(=O)Cn2c(=O)n(-c3ccc(OC)cc3OC)c(=O)c3c(C)c(C)sc32)cc1	3	-0.6	-9	0	0
40	COc1ccc(N2CCN(CCCNC(=O)c3cc4sccc4n3C)CC2)cc1	6	0.2	-1	4	-2
49	CSc1nnc(-c2sc3cc(Cl)ccc3c2Cl)n1C	-3	-0.1	5	-3	-2

nr	UHRF1 MBD2 ctr	HGIII-sPLA2 inh	ARFGAP1 inh	DDE Tn6 FP inh	PLC-gamma1 inh
7	0	4	4	-8	1
15	-1	2	5	3	1
20	0	12	-1	-5	10*
28	-3	-17	2	4	5
40	7	4	-8	-5	3
49	5	-1	1	-6	1

Compounds as they come (roughly 4.5% active in at least one column).
